Assay outcomes deposited in PubChem by National Center for Advancing Translational Sciences (NCATS).
Apoferritin bind: binds horse apoferritin like a general anesthetic. Potency, µM (titrated, usually from 77.5 µM), inactives show at the highest dose activity change, negative = displacement, hits mostly inhibitors. AID 485281. apoferritin/1-aminoanthracene competitive binding, fluorescence. 350,000 compounds, 0.074% hits; note: % is set by controls: 0 for no effect and ±100 for the full control effect; nearly all actives have a fitted effect of over 20% in size
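Horse-spleen apoferritin (10 uM) was mixed with 50% saturated 1-aminoanthracene in PBS, exposed to compounds for 10 min at room temperature, and read for fluorescence (ex 380 nm, em 535 nm). Competitive displacement was fitted with a four-parameter Hill equation.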
POLH inh: DNA polymerase eta (human) inhibition; 390,000 compounds, 1.2% hits; Q9Y253; recombinant Pol eta, fluorescent DNA replication assay; AID 588591; Potency, µM (doses to about 114 µM), for inactives: at the top dose activity change, negative = inhibition, most hits filed as inhibitors; note: % is set by controls: 0 for no effect and ±100 for the full control effect
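Pol eta at 10 nM preincubated with compounds 15 min at room temperature; reaction started with fluorescent substrate (50 nM final) and read kinetically at 0 and 10 min.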
G9a inh: G9a (human) methyltransferase inhibition. Q96KQ7. G9a H3K9 monomethylation, AlphaScreen, 2 h. Potency, µM (top dose mostly 102 µM), without a hit: at the highest dose activity, negative = inhibition, actives largely listed as inhibitors. 350,000 compounds, 8.8% hits. AID 504332; note: % is set by controls: 0 for no effect and ±100 for the full control effect; nearly all actives have a fitted effect of over 75% in size
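G9a (20 nM) was preincubated 15 min with compound, then reacted 2 h at room temperature with 500 nM biotin-H3K9 peptide and 20 µM SAM. Monomethyl-H3K9 detected by AlphaScreen using anti-H3K9me1 antibody.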
POLI inh: inhibitors of human DNA polymerase iota; Potency, µM (highest dose often 115 µM), without a hit: top-dose activity, negative = inhibition, actives largely listed as inhibitors; 390,000 compounds, 1% hits; AID 588590; Pol iota fluorescent replication assay, 10 min
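Fluorescent replication assay read twice, at 0 min and 10 min after adding 50 nM (final) substrate. Enzyme (10 nM) and compounds were first incubated 15 min at room temperature; enzyme-free buffer wells were negative controls.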
BAZ2B inh: blocks human BAZ2B; AID 504333; 360,000 compounds, 4.4% hits; Q9UIF8; AlphaScreen BAZ2B-H3K14Ac peptide displacement; Potency, µM (series often up to 114 µM), without a hit: top-dose activity change, negative = inhibition, most hits filed as inhibitors; note: % is set by controls: 0 for no effect and ±100 for the full control effect; nearly all actives have a fitted effect of over 60% in size
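AlphaScreen displacement of biotin-H3(5-23)K14Ac peptide (50 nM final) from BAZ2B (50 nM final) in PBS pH 7.4, 0.01% Tween-20; complex preformed 30 min RT, then compounds (top 110 uM) 30 min RT, beads 20 min dark.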
APE1 inh: blocks human APE1 abasic DNA cleavage; P27695; recombinant APE1, TAMRA/BHQ-2 abasic DNA cleavage fluorescence; Potency, µM (highest dose often 65.8 µM), for inactives: at the highest dose activity change, negative = inhibition, actives largely listed as inhibitors; 350,000 compounds, 0.35% hits; AID 2517;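 note: plate controls were vehicle for no effect and reference inhibitor for full effect; nearly all actives have a fitted effect of over 55% in size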
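Incision of a quenched TAMRA/BHQ-2 THF abasic-site duplex (50 nM) by 0.75 nM APE1, after 15 min compound preincubation, measured as fluorescence increase over three 60 s reads. Values normalized to buffer, DMSO and NSC13755 control wells.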
Pol kappa inh: DNA polymerase kappa (human) inhibition. Q9UBT6. purified Pol kappa, fluorescent DNA synthesis assay, 10 min. Potency, µM (highest dose often 107 µM), inactives show top-dose activity, negative = inhibition, hits mostly inhibitors. 400,000 compounds, 0.53% hits; note: % is set by controls: 0 for no effect and ±100 for the full control effect
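First, compounds were pin-transferred onto 10 nM Pol kappa. After 15 min at room temperature, substrate was added to 50 nM final. Fluorescence was then measured kinetically at 0 and 10 min.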
POLB inh: DNA polymerase beta (human) inhibition | Pol beta primer extension/strand displacement, fluorescence kinetic | Potency, µM (series often up to 114 µM), inactives show at the top dose activity change, negative = inhibition, hits mostly inhibitors | 340,000 compounds, 1.3% hits; note: % is set by controls: 0 for no effect and ±100 for the full control effect
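Human Pol beta at 10 nM; strand-displacement substrate 50 nM final. Compound exposure 15 min at room temperature before start, reaction 10 min at room temperature.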
BLM inh: inhibitors of human Bloom syndrome helicase BLM | recombinant BLM DNA unwinding, fluorescence dequenching | Potency, µM (highest dose often 56.1 µM), inactives show at the top dose activity change, negative = inhibition, most hits filed as inhibitors | 350,000 compounds, 0.2% hits;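 note: plate controls were vehicle for no effect and no enzyme for full effect; nearly all actives have a fitted effect of over 35% in size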
Target sequence (P54132 whole entry, looked up): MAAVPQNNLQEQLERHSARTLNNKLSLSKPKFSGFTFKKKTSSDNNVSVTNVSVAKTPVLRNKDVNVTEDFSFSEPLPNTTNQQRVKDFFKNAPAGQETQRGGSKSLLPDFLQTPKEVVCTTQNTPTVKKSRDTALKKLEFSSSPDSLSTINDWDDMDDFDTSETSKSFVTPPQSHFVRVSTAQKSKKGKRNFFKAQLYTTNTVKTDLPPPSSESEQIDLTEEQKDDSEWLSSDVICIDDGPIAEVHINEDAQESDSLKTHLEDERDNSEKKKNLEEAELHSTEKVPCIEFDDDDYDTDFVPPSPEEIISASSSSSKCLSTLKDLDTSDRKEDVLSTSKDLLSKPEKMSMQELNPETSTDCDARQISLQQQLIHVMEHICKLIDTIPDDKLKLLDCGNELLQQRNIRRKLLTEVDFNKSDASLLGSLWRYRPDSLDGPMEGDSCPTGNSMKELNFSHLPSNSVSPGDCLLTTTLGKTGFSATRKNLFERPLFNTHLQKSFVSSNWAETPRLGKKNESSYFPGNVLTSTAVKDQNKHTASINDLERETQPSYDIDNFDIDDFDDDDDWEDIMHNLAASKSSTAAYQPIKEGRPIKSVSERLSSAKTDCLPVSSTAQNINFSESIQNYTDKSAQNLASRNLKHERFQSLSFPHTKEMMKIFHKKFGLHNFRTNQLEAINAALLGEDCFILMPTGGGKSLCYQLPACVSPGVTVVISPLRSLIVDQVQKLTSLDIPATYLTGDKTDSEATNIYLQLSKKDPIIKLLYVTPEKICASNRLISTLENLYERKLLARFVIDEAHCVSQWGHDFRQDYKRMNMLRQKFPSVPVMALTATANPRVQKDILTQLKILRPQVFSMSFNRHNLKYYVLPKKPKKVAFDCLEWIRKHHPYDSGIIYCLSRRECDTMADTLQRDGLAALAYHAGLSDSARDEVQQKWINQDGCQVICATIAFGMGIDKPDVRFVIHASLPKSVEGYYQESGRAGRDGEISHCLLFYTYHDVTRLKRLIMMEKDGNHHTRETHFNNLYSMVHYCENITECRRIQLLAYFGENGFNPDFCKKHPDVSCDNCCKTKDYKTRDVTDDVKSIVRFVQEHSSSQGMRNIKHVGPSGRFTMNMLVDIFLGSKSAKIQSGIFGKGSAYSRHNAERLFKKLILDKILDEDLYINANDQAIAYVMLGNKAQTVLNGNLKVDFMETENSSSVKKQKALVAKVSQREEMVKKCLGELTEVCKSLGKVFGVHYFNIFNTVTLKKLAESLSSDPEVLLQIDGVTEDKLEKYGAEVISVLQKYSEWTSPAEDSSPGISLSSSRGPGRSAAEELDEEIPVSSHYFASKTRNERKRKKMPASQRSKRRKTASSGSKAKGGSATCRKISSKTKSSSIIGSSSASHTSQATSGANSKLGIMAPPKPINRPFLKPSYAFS
Numbers without * were called inactive; u = inconclusive; x = not tested or not shown; [ ] = remark or other dose. Calls come from the whole dose curve; as a rule, active = well fitted curve in the direction sought with a large enough effect; inconclusive = small, poorly fitted or top-dose-only effect, or another doubt; inactive = no such curve, though single readings can be large; an effect the other way counts as inactive or inconclusive. Potency is the fitted concentration of half-maximal effect.

Below each SMILES: Apoferritin bind, POLH inh, G9a inh, POLI inh, BAZ2B inh, APE1 inh, Pol kappa inh, POLB inh, BLM inh
CCOc1ccc(CNC(=O)Nc2ccc3c(c2)N(C)C(=O)c2ccccc2S3)cc1
  4%, -25%, -5%[59 µM], 3%, u, x, -23%, 6%, -6%
N#C/C(=C\c1ccc(OCC(N)=O)cc1)S(=O)(=O)c1ccccc1
  -10%, 4%, u, 54%[activator], -12%, -1%, 0%, 20%, -6%
CCOC(=O)C1=NN(C(=O)c2ccc(OC)cc2)C(O)(c2ccc(Cl)cc2)C1 (centres undefined)
  -9%, -21%, 17%[59 µM], 38%[activator], -29%, -3%, -10%, 2%, -4%
Cc1c(CC(=O)N2CCCCC2)c(=O)oc2c(C)c(O)ccc12
  400%[activator], -6%, 7%[59 µM], 1%, 1%, x, 5%, 3%, 3%
COc1ccc2nc(COC(=O)c3cccs3)c(C(C)=O)[n+]([O-])c2c1
  -3%, -12%, x, 2%, 13%, 11%, 8%, 1%, -4%
Cc1cccc(NC(=O)c2cc3c(=O)n4ccccc4nc3s2)c1
  57%[activator], 45µM*, -11%[59 µM], u, u, 14%[12.4 µM], 1%, 7.1µM*, u
COc1ccc(CC(=O)c2ccc(O)cc2O)cc1OC
  -1%, 1%, -3%[59 µM], 67%[activator], 5%, -3%, -1%, 1%, -1%
O=C(/C=C/c1ccccc1Cl)N(Cc1ccc(Cl)cc1)C1CCS(=O)(=O)C1 (centres undefined)
  -7%, -26%, -10%[59 µM], 11%, -4%, 8%, -7%, 10%, -4%
N#CCCNC(=O)Cn1c(COc2ccc(Cl)cc2)nc2ccccc21
  3%, -16%, 6%[59 µM], 62%[activator], 5%, 4%, 0%, 37%, -1%
COc1ccc(C(=O)Nc2ccccc2C(=O)N/N=C/c2cccc3ccccc23)cc1
  -7%, -10%, -24%, 19%, -6%[57.1 µM], 19%, 4%, 32%, -8%
COc1ccc(C(=O)Nc2c(-c3cccs3)c(=O)c3ccccc3n2C)cc1
  8%, -1%, -3%, -13%, -11%, -6%, -15%, -19%, -10%
CCc1nn(CC(=O)N2CC(C)CC(C)C2)c(=O)c2cccn12 (centres undefined)
  -16%, -18%, 11%, 50%[activator], -13%, 34%, -2%, 16%, 1%
CC(=O)Nc1ccc(S(=O)(=O)Nc2ccc(F)c([N+](=O)[O-])c2)cc1
  -7%, -1%, 1%, 9%, -16%, -4%, -14%, 47%, -2%
CC(=O)Nc1ccc(Nc2c3c4c(cccc4n(C)c2=O)C(=O)c2ccccc2-3)cc1
  -2%, 8%, -22%[59 µM], 1%, u, u, -30%, -4%, -5%
COc1ccc(CC(=O)NCC2CCCN(Cc3ccc(OC)cc3F)C2)cc1 (centres undefined)
  -11%, -17%, 10%, 14%, 12%, 10%, -10%, 12%, 0%
O=C(c1ccccc1)c1ncc(C(F)(F)F)cc1Cl
  -10%, -9%, -28%, 23%, 1%, -2%, -6%, 1%, -3%
CCOC(=O)C=C(C(=O)OCC)C(=O)OCC
  -4%, -7%, 13µM*, 9%, -3%, -3%, 12%, 14%, 0%
CCOC(=O)c1sc(NC(=O)CSc2nc3c(c(=O)n2-c2ccccc2)SCC3)c(C(=O)OCC)c1C
  -4%, x, 13%, x, -23%, 2%, x, u, -4%
CC(=O)OCC(=O)C1CCC2C3CCC4=CC(=O)CC[C@@]4(C)C3CC[C@]12C (some centres undefined)
  -16%, x, -35%[2.33 µM], x, x, 2%, -7%[60.1 µM], x, -10%
CCn1c(SCC(=O)Nc2ccc(C(C)=O)cc2)nc2nc3c(cc2c1=O)COC(C)(C)C3
  6%, -13%, u, 12%, -3%, 2%, -11%, 4%, 0%
Cc1cccc(NC(=O)NCc2ccc3c(c2)OCO3)c1
  u, x, 76%[activator], x, 2%, 18%, x, 24%, -1%
CC(=O)Nc1ccc(NC(=O)C(C)OC(=O)c2ccc(OCc3c(C)noc3C)cc2)cc1 (centres undefined)
  u, -16%, -44%[59 µM], 14%, -34%, 2%, -2%, 3%, -4%
COc1ccc2[nH]c3c(c2c1)[C@@H]1CCN2C(=O)CCC[C@H](C3)[C@H]12
  0%, -1%, 32µM*, -7%, u, 11%, -10%, 26%, 0%
O=S(=O)(c1ccccc1)N1CC=C(c2ccccc2)CC1
  1%, -2%, -3%, 7%, -1%, -10%, 4%, 2%, -4%
CC1CC(=O)N(CC(=O)NCc2ccco2)c2ccccc2S1 (centres undefined)
  -9%, -5%, 1%[12.7 µM], -7%[58.9 µM], -5%, -3%, -3%, 27%, -2%
COc1ccc(NC(=O)C2CCN(S(=O)(=O)c3ccc(C)cc3)CC2)cc1OC
  -8%, 5%, -7%[59 µM], -3%, x, 5%, -20%, -9%, -4%
O=C(COc1cccc2ccccc12)N/N=C/c1ccccc1OCc1ccc(C(=O)O)cc1
  -6%, 79µM*, -6%[59 µM], 23%, u, 5%, -25%, 89µM*, u
O=C1CC(NCCN2CCOCC2)C(=O)N1Cc1ccc(N2CCCC2=O)cc1 (centres undefined)
  -8%, 5%, 3%[0.0925 µM], -8%, -10%, 13%, -9%, 29%, -4%
Cc1onc(-c2ccccc2Cl)c1C(=O)Nc1ccccc1O
  -11%, -5%, -3%, -27%, 2%, 29%, -9%, 19%, -2%
Cc1noc(C)c1CSc1nnc2ccc3ccccc3n12
  5%, -7%, 7%[59 µM], 9%, 5%, 1%, -10%, u, 1%
CC(C)(C)C(=O)N1c2ccccc2CCc2ccccc21
  -21%, -14%, 7%, 73%[activator], 2%, 2%, 2%, 1%, 1%
CCN1C(C(=O)c2ccccc2)=C(OC(=O)c2ccc(OC)cc2)c2ccccc2S1(=O)=O
  -13%, -28%, -35%[59 µM], 14%, -30%, x, -23%, -30%, -7%
CCn1c(-c2cc(OC)ccc2OC)csc1=Nc1c(C)n(C)n(-c2ccccc2)c1=O
  -6%, -15%, u, -5%, -33%, 4%, -15%, 3%, 4%
Cc1ccc(C2CC(C(F)(F)F)n3nc(C(=O)NCC4CCCO4)cc3N2)cc1 (centres undefined)
  u, x, -1%, x, 2%, -2%, x, 25%, -2%
Cc1ccc(-n2c(=O)c3sccc3n(CC(=O)NCc3ccco3)c2=O)cc1F
  -5%, -1%, 6%, -2%, -27%, 10%, -8%, -6%, -4%
O=c1cc[nH]c2ccc(OC(F)(F)F)cc12
  2%, -14%, 6%, 30%[activator], 2%, 0%, 2%, 20%, -2%
O=C(Nc1ccc(S(=O)(=O)N2CCOCC2)cc1)c1ccc2c(c1)OCO2
  -10%, -7%, 22%, 27%, u, 2%, -2%, 19%, 1%
CCn1nc(C(=O)NNC(=O)C(Cc2ccccc2)NC(N)=O)c2ccccc2c1=O (centres undefined)
  x, -5%, x, 13%, x, -11%, -12%, x, x
Cc1ccc(C(=O)N2c3nc(-c4ccco4)nn3C3(CCCCC3)[C@@H]3CCCC[C@@H]32)cc1
  0%, 0%, u, -2%, u, x, 5%, -1%, -10%
Cc1cc(C)n(-c2nc3ccccc3nc2N2CCC(C)CC2)n1
  u, 3%, 96%[activator][59 µM], 23%, 111%[activator], -3%, -1%, -20%, -8%

Of the compounds above, these have a cyano group:
Below each SMILES: Apoferritin bind, POLH inh, G9a inh, POLI inh, BAZ2B inh, APE1 inh, Pol kappa inh, POLB inh, BLM inh
N#C/C(=C\c1ccc(OCC(N)=O)cc1)S(=O)(=O)c1ccccc1
  -10%, 4%, u, 54%[activator], -12%, -1%, 0%, 20%, -6%
N#CCCNC(=O)Cn1c(COc2ccc(Cl)cc2)nc2ccccc21
  3%, -16%, 6%[59 µM], 62%[activator], 5%, 4%, 0%, 37%, -1%

Continuation:
Below each SMILES: Apoferritin bind, POLH inh, G9a inh, POLI inh, BAZ2B inh, APE1 inh, Pol kappa inh, POLB inh, BLM inh
O=C1CC[C@@H](C(=O)N[C@@H](Cc2cnc[nH]2)C(=O)N[C@@H](Cc2c[nH]c3ccccc23)C(=O)N[C@@H](CO)C(=O)N[C@@H](Cc2ccc(O)cc2)C(=O)O)N1
  -4%, x, x, x, x, -4%, 18%[60.1 µM], x, 0%
COc1cc(-c2noc(C3CC(=O)N(c4cc(C)ccc4C)C3)n2)cc(OC)c1OC (centres undefined)
  -9%, -10%, 11%[59 µM], -14%, -15%, x, -24%, 0%, -1%
CCOC(=O)Cc1csc(/N=C/c2c(O)n(-c3ccccc3C(F)(F)F)c(=O)c3ccccc23)n1
  272%[activator], -4%, -11%[59 µM], 6%, -10%, 3%, -7%[60.1 µM], 7%, -4%
FC(F)(F)c1cccc(OCC2CNC(=S)O2)c1 (centres undefined)
  -4%, -2%, 25%[12.7 µM], 6%, -12%, 6%, -1%, -8%, -5%
Cc1cc(C)cc(-n2nnnc2-c2cn(C)nc2C(F)(F)F)c1
  -24%, -11%, 21%, 9%, 0%, -2%, -17%, 33%, -1%
CCC1CCCCN1CCCNC(=O)c1ccc(CS(=O)(=O)c2ccccc2OC)o1 (centres undefined)
  7%, -17%, -10%, 8%, 1%, 15%, 7%, 1%, -5%
N#CCCCCn1c(-c2cncs2)nc2ccccc21
  -7%, 3%, -25%[59 µM], -11%, 13%, -3%, -10%, 32%, 6%
C=CCN1C(=O)C2C(C(=O)NCc3ccccc3)C3(C)C=CC2(O3)C1C(=O)NC(C)(C)C (centres undefined)
  -3%, -4%, x, 27%, 1%, 3%, 0%, 2%, -1%
C/C(=N\OCC(=O)Nn1c(=O)[nH]c2ccccc2c1=O)c1ccccc1
  -2%, 4%, 49%[59 µM], 26%, 54%[activator], 7%, -6%, 9%, -4%
Cc1nc2scc(C)n2c(=O)c1S(=O)(=O)Nc1cccc(O)c1
  -3%, -13%, 11%[59 µM], -4%, 3%, x, -3%, 2%, 0%
Cc1noc(C)c1CSCC(=O)N(C)CC(=O)Nc1ccccc1Br
  x, 9%, -1%, 15%, 11%, -9%, -18%, x, x
COc1ccc(C(=O)Nn2cnnc2)cc1
  0%, 5%, -3%, -38%, 2%, 1%, 4%, -1%, 3%

Nothing new here: 2 of the compounds above.
Below each SMILES: Apoferritin bind, POLH inh, G9a inh, POLI inh, BAZ2B inh, APE1 inh, Pol kappa inh, POLB inh, BLM inh
Cc1noc(C)c1CSCC(=O)N(C)CC(=O)Nc1ccccc1Br
  x, 9%, -1%, 15%, 11%, -9%, -18%, x, x
COc1ccc(C(=O)Nn2cnnc2)cc1
  0%, 5%, -3%, -38%, 2%, 1%, 4%, -1%, 3%

Not all compounds are listed; count on the stated rates, not on these rows.
